TNAP activators – human TNAP enzyme activators, primary screen, biochemical, luminescent, no phosphate acceptor, uHTS (AID 1001); 200,000 tested, 0.03% active; activation fold at 20 µM; hits with a dose series show EC50 in µM; purified TNAP, luminescent activation assay, no phosphate acceptor; higher activation fold means a stronger effect; Alkaline phosphatase, tissue-nonspecific isozyme (Homo sapiens); in the data active = activation fold from about 3, or a potency from the dose series; inactive = the rest, 99 in 100 with activation fold below about 1.6; note: many of its hits are not listed in these tables
Insulin prom up – insulin promoter activators in MIN6 cells, imaging, high-content screening, mouse beta cells. z-score at 5 µM. AID 1625, 2009. 190,000 tested, 0.3% active. MIN6 insulin promoter-GFP reporter; active compounds read high;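 active = z-score above 3 at 5 µM with at least 500 cells counted in the well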
PMI inhibitors – inhibitors of human PMI, primary screen, biochemical, fluorescence intensity, coupled assay (AID 1209). Mannose-6-phosphate isomerase (Homo sapiens). purified PMI enzyme, coupled fluorescence intensity; higher % means a stronger effect. inhibition, % at 20 µM, or IC50 in µM where a hit was titrated. 190,000 tested, 0.42% active; in the data active = inhibition above about 50%;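 note: plate controls were DMSO vehicle for no effect and wells lacking substrate for full effect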
MT stabilizer – microtubule stabilizers in HeLa cells, primary screen, imaging, high-content imaging; 200,000 tested, 0.83% active; AID 2205, 2009; HeLa tubulin immunostaining HCS, 24 h; share of cells brighter than vehicle mean+2SD; % tubulin-high responders, % at 10 µM;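 active = plate Z-score above 3 for both tubulin-high and condensed-nucleus cell shares, with cell loss under 80%, at 10 µM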;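 note: anti alpha tubulin signal scored within the nucleus-defined area of each cell; some results filed as inactive read as strong as hits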
bCat nuc transl – modulators of beta-catenin nuclear translocation, primary screen, imaging, HeLa cells, immunofluorescence, high-content | nuclear translocation activity, % at 5 µM | 190,000 tested, 0.3% active | AID 1665, 2009;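 active = nuclear translocation activity above 50% at 5 µM, with a well cell count of 50 or more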;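 note: per-cell ratio of nuclear to cytoplasmic median beta-catenin stain intensity; plate controls were DMSO negative control for no effect and GSK-3 inhibitor IX positive control for full effect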
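Read-out: Nuclear/cytoplasmic beta-catenin signal ratio, % activation | Assay system: Human HeLa cell line | Times: 24 h compound exposure at 37°C, 5% CO2 | Signal: Fluorescence imaging of beta-catenin antibody stain plus DAPI | Dosing: 5 µM primary, 0.02–20 µM confirmation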
Hep lipid drop – inhibitors of hepatocyte lipid droplet formation, primary screen, imaging, high-throughput imaging, BODIPY stain; AML12 mouse hepatocytes, oleate lipid droplets; inhibition, % at 6.5 µM; 240,000 tested, 0.4% active;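 active = lipid droplet intensity inhibited by at least 50%, with more than 500 cells counted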
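System: AML12 hepatocytes (mouse). Probe or stimulus: oleic acid at 100 µM to induce lipid droplet formation. Times: overnight treatment with compound plus oleate. Detection: Image-based BODIPY and DAPI two-channel analysis. Evaluation: percent inhibition of filter-corrected integrated lipid droplet intensity per well.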
Dynein cargo inh – inhibitors of GR-EGFP nuclear translocation, primary screen, dynein cargo transport inhibitor project, imaging, high-content, 3617.4 mouse cells; 220,000 tested, 0.47% active; test concentration mostly 20 µM; stimulated with dexamethasone, 1 µM; active compounds read low; z-score, hits read low;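 active = plate z-score of nuclear minus cytoplasmic receptor signal below a set negative limit, without overly bright fluorescence or cell loss, cut at about -3.5 in these data, passing the limit was not always enough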;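 note: z-score of nuclear minus cytoplasmic ring GR-EGFP intensity difference per well; some compounds called inactive have numbers as strong as hits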
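Buffer or medium: tet-free medium with charcoal-stripped serum / Also added: dexamethasone agonist, 1.0 µM final, for 30 min / Timing: induction 48 h, compound 1 h, agonist 30 min / Measured by: high-content fluorescence imaging after fixation / Read-out: nuclear-to-cytoplasmic GR-EGFP distribution per well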
T cell modulator – modulators of CD8 T cell-vesicle binding, primary screen, mouse 2C CD8+ T cells, flow cytometry | 2C CD8+ T cell-vesicle binding; active compounds read low | 330,000 tested, 0.068% active | calls only at 7 µM;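 active = response, share of CD8 T cells binding vesicles, and their 90th percentile fluorescence all below set limits, cut at about 80% in these data, passing the limit was not always enough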
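Assay system – 2C mouse CD8+ T cells · Also added – QL9-loaded Drosophila micro-vesicles · Timing – Cell–vesicle co-incubation 1.5 h at 37 °C, staining 20 min on ice · Signal – flow cytometry of vesicle-bound cells · Measure – percent CD8+ FL2 mean versus row control · Controls – Peptide-free naked vesicles (low) and QL9 vesicles with 0.7% DMSO vehicle (high)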
Myeloid diff MLP – induction of myeloid progenitor differentiation, primary screen, cell-based, flow cytometry, MLPCN library | ER-HoxA9 myeloid progenitors, lysozyme-GFP differentiation | calls only at 10 µM | 360,000 tested, 1% active;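 active = normalized GFP-positive differentiation at or above the plate's own cutoff, the solvent-only control mean plus 3 SD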;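 note: cells exposed to compound for four days before flow analysis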
Dynein cargo inh cytoplasmic EGFP – also measured in Dynein cargo inh; calls as there; z-score; measured here: cytoplasmic GR-EGFP intensity; active compounds read high
Dynein cargo inh nuclear GR-EGFP – further read-out of Dynein cargo inh, marked with its call; z-score; measured here: nuclear GR-EGFP intensity;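 lower value marks the stronger effect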
Dynein cargo inh cell count – also measured in Dynein cargo inh; calls as there; z-score; measured here: cell count per field
Insulin prom up cell count – recorded beside Insulin prom up, whose call it bears; cell count; measured here: cytotoxicity, nuclei count;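 total cells summed across four imaged fields per well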
Hep lipid drop cells 6.5 µM – second read-out of Hep lipid drop, no call of its own (marks repeat the call); cell count; measured here: cell count, cytotoxicity flag;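 cells counted across two imaged fields per well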
bCat nuc transl cell count 5 µM – also measured in bCat nuc transl; calls as there; cell count; measured here: cell count, cytotoxicity flag
T cell modulator vesicle-bound % – second read-out of T cell modulator, no call of its own (marks repeat the call); double positive events, %; measured here: CD8+ vesicle-bound cell fraction;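 binding gate set so that unloaded-vesicle control wells show 10% double positive cells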
MT stabilizer Hoechst-high % – second read-out of MT stabilizer, no call of its own (marks repeat the call); % Hoechst-high responders; measured here: nuclear condensation Hoechst responders;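 share of cells brighter than vehicle mean plus two SD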
MT stabilizer cytotoxicity % – second read-out of MT stabilizer, no call of its own (marks repeat the call); toxicity, %; measured here: cytotoxicity by cell density;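 0% = mean cell density of plate MIN control wells and 100% = no cells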
Myeloid diff MLP GFP+ MAC1+ % – second read-out of Myeloid diff MLP, no call of its own (marks repeat the call); GFP+ MAC1+ double positive, %; measured here: differentiation confirmed by MAC1 staining
Starred values were filed as active, the others as inactive; i = inactive; · = not tested or not shown. Random draw from the library. About 3% of those tested had a hit in this group.

SMILES	TNAP activators	Insulin prom up	Insulin prom up cell count	PMI inhibitors	MT stabilizer	MT stabilizer Hoechst-high %	MT stabilizer cytotoxicity %	bCat nuc transl	bCat nuc transl cell count 5 µM	Hep lipid drop	Hep lipid drop cells 6.5 µM	Dynein cargo inh	Dynein cargo inh cytoplasmic EGFP	Dynein cargo inh nuclear GR-EGFP	Dynein cargo inh cell count	T cell modulator	T cell modulator vesicle-bound %	Myeloid diff MLP	Myeloid diff MLP GFP+ MAC1+ %
CCNC(=O)NC(=O)C(C)Oc1ccc(Br)cc1Br (stereo not drawn)	1	2	1162	-20%	1.8	2.3	9.8	-2.2	981	-5	540	-0.048	-0.2	-0.048	0.52	i	64	i	0.3
COC(=O)c1cc(Br)c(=O)n(CCN2CCCCC2)c1	1.1	0.37	1398	3%	2.2	2.4	12	-4.9	1011	·	·	0.73	-0.2	0.47	-0.48	i	18	i	1.2
Clc1ccccc1CN(Cc1ccccc1)C(c1cccs1)c1nnnn1C1CCCC1 (stereo not drawn)	1.1	-6.2	780	4%	1.7	0.8	8.1	3.0	1065	-7	737	-0.42	-0.21	-0.37	0.77	i	26	i	1.3
COc1ccc(CCCc2nnc(SCC(=O)Nc3nccs3)n2C)cc1C	1.1	-0.35	1341	3%	5.4	1.9	3.6	·	·	0	757	1.3	-0.079	1.8	-1.6	i	19	i	0.7
COc1ccc(/C=N/NC(=O)C(N)=O)c(OC)c1OC	1.1	0.15	1276	-8%	3.5	1.8	1.3	-2.8	482	0	608	0.37	-0.19	-0.036	-0.25	i	55	i	0.2
COc1cccc(C(C(=O)NC2CCCCC2)N(CC2CCCO2)C(=O)CNC(=O)c2ccco2)c1 (stereo not drawn)	1.1	·	·	-4%	2.1	1.7	5.5	-2.0	657	-25	704	-1.1	-0.19	-0.37	0.19	i	24	i	0.9
CC(C)Cc1ccc(C(C)C(=O)Nc2ccc(O)cc2)cc1 (stereo not drawn)	1.1	-0.82	1418	22%	2.4	1.5	9.3	0.8	1617	-5	688	-0.2	-0.19	0.13	-0.97	i	53	i	0.9
CC(C)Nc1nc(NC(C)C)nc(N(C)N)n1	1	·	·	13%	3.4	1.7	5.5	7.0	1000	-6	845	-0.55	0.023	-0.27	2.7	i	18	i	0.9
Cc1ccc2c(c1)N(C(=O)CCC(=O)N1CCc3ccccc3C1)CCO2	1.1	0.3	1212	14%	3.7	1.3	1.1	0.3	1469	·	·	-0.19	-0.17	0.18	0.11	i	30	i	0.6
CCOC(=O)N1CCC(N2Cc3cccc(C(=O)Nc4cc(F)ccc4F)c3C2=O)CC1	1.1	-0.29	983	5%	7.7	3.7	0.5	·	·	·	·	-0.86	-0.18	-0.43	0.56	i	31	i	11
Nc1ccc(Oc2ccccc2F)nc1	·	0.99	1055	·	·	·	·	-0.4	1299	10	778	0.15	-0.28	0.03	0.35	i	59	i	0.6
COC(=O)c1ccccc1NC(=O)C1CCN(C(=O)c2ccc(OC)cc2)CC1	1.1	-0.19	1540	-1%	2.1	1.6	9.1	-0.6	1363	·	·	-0.32	-0.19	0.31	0.5	i	38	i	1.1
O=S(=O)(c1ccccc1)N1CCN(c2ncnc3sc(-c4ccccc4)cc23)CC1	1.1	-2.4	826	10%	1.8	1.2	7.8	-5.1	841	·	·	-0.4	-0.21	-0.26	0.62	·	·	i	0.9
O=c1c(C(c2ccc(F)cc2)c2c(O)nc3n(c2=O)CCS3)c(O)nc2n1CCS2	·	0.58	1068	·	·	·	·	-1.2	1255	-23	692	-0.67	-0.24	0.072	0.29	i	24	i	0.2
O=C(Nc1ccccc1Cl)N1CCN(C/C=C/c2ccccc2)CC1	1.1	-0.16	1312	-2%	4.0	1.9	4.1	-1.4	542	4	558	1.4	-0.17	0.7	-1.4	i	11	i	1.3
COc1ccc(CNC(=O)c2c(C)nc3ccccn23)cc1	1	·	·	2%	4.4	2.0	4.4	0.9	495	-10	720	-0.43	-0.15	0.088	0.2	i	7	i	0.9
O=C(NCCc1ccccc1)c1nc2c(nnn2Cc2ccccc2Cl)c(=O)[nH]1	1.1	·	·	-3%	2.9	1.9	7.3	0.1	1176	8	739	-1.4	-0.25	-0.82	0.84	i	35	i	6.6
Cc1cc(NC(=O)CN2CCN(C)CC2)no1	1.1	-0.34	1312	-4%	5.5	1.8	7.1	-2.1	1131	-15	697	-0.35	-0.38	0.14	1.2	i	8	i	0.1
O=C(NCc1ccco1)c1n[nH]c(=O)c2ccccc12	1.1	0.49	926	-3%	1.3	1.4	6.7	·	·	26	828	-0.29	-0.21	0.15	0.2	i	42	i	3.7
O=C(NCc1cccs1)C1CCN(S(=O)(=O)c2ccc(Br)s2)CC1	1.1	0.21	938	8%	0.7	1.1	4.4	-4.8	1245	-5	807	0.47	-0.16	0.58	-0.37	i	43	i	1.4
COc1cc(CC(=O)OCn2nnc3ccccc3c2=O)cc(OC)c1OC	1	0.53	1327	-1%	4.0	2.6	6.6	-1.6	1088	11	684	0.74	0.16	0.67	-0.15	i	49	i	0.4
CCN(CC)S(=O)(=O)c1ccc2oc(C(=O)Nc3ccc(OC)cc3OC)c(C)c2c1	1.1	-1.6	700	5%	7.6	12	5.7	-0.5	1379	·	·	0.57	-0.095	0.65	-0.42	i	49	i	0.8
COC(=O)C1=C(C)NC2=C(C(=O)CCC2)C1c1cccc(C)n1 (stereo not drawn)	1	0.62	806	-3%	3.2	1.4	9.4	-2.7	1017	-10	711	-0.2	-0.2	0.46	0.17	i	25	i	1.1
Cc1cccc(C(=O)Nc2sc(C)c(-c3ccccc3)c2C#N)c1	1.1	-1.4	1173	10%	3.9	2.7	5.6	0.0	1054	-1	752	-0.29	-0.25	-0.015	-0.22	i	37	i	0.3
NS(=O)(=O)c1ccc(S(=O)(=O)N(Cc2ccccc2F)CC2CCCO2)cc1 (stereo not drawn)	1.1	-0.64	1218	0%	2.3	1.9	6.3	-6.0	1037	·	·	-0.55	-0.17	-0.15	0.58	i	61	i	0.5
O=C(O)c1ccccc1C1Nc2ccccc2C(=O)N1CCCN1CCOCC1 (stereo not drawn)	·	0.38	1021	·	·	·	·	-0.3	1360	10	716	2.3	-0.21	1	-1.1	i	39	i	0.2
CCCCn1c(SCC(=O)/C(C#N)=C(\C)N)nc2ccccc2c1=O	1.1	-0.06	1337	14%	1.4	2.1	0.7	-1.6	908	0	671	-0.72	-0.24	-0.32	0.66	i	26	i	1.0
COc1ccc(C(=O)Nc2c(Cl)cc(Cl)cc2C(=O)N2CCC(C)CC2)cc1	1.1	0.17	1268	14%	2.7	3.2	5.9	3.7	1061	-4	643	-0.82	-0.3	-0.61	0.72	i	39	i	0.6
COc1ccc(NC(=O)c2cccnc2SC)cc1OC	1.1	1	1426	-7%	3.8	2.3	5.5	1.4	1170	-1	705	0.14	-0.23	0.31	-0.36	i	37	i	0.6
Cc1ccc(S(=O)(=O)N(C)C)cc1NC(=O)c1cccnc1Oc1ccccc1	·	-0.2	1503	·	·	·	·	6.3	1103	-4	686	-0.89	-0.2	-0.47	1.5	i	59	i	0.6
Cc1ccc(OCc2n[nH]c(=S)n2-c2ccc(C)cc2)cc1	1.1	0.35	1536	23%	4.7	2.4	1.2	-0.1	1604	38	709	-0.16	-0.3	0.019	0.65	i	12	i	0.3
COc1ccc(OC)c(/C=C(\NC(=O)c2ccccc2)C(=O)N/N=C/c2ccc(C)s2)c1	1	-0.9	1504	0%	7.3	4.1	0.9	0.7	1374	·	·	0.076	0.11	0.42	0.56	i	12	i	0.9
CCOC(=O)C1=C(N)Oc2c(oc(CO)cc2=O)C1c1ccc(F)cc1 (stereo not drawn)	1	0.01	1144	6%	2.5	3.0	7.8	-0.7	1277	-17	759	0.24	-0.27	0.13	1.4	i	11	i	1.1
Cc1cccc(NC(=O)C2=C(O)c3ccccc3N(C)S2(=O)=O)c1	1	0.13	1815	-14%	1.1	1.7	13	-2.7	1061	-2	669	·	·	·	·	i	5	i	0.7

Screening results from PubChem.
